From PubChem
Yfh1-depleted yeast – enhancers of respiration in Yfh1-depleted yeast, dose response, Friedreich's ataxia, plus single-dose screen (AID 1465) | S. cerevisiae Yfh1-off respiration, WST-1 reduction, 72 h; higher fold induction means a stronger effect | hit rate 0.074% among 220,000 | fold induction at 50 µM; hits with a dose series show EC50 in µM;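 active = fold induction of absorbance versus untreated yeast above a set limit, then at least 30% activation at any dose in follow-up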;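 also: activators that raise dye reduction in frataxin-depleted yeast; strong numbers were not always called active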
LYP inhibition – inhibitors of LYP phosphatase, biochemical, fluorescence intensity, uHTS (AID 1779); recombinant LYP phosphatase, fluorescence intensity; higher % means a stronger effect; one-dose inhibition, % at 11.5 µM; IC50 in µM for titrated hits; hit rate 0.054% among 290,000; in the data active = inhibition above about 50%;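 also: plate controls were vehicle with enzyme for no effect and no enzyme for full effect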
* = called active by the depositor; i = inactive; nt = not tested or not shown.

mol	Yfh1-depleted yeast	LYP inhibition
Cc1cc(Nc2cc(N3CCN(C)CC3)nc(Sc3ccc(NC(=O)C4CC4)cc3)n2)n[nH]1	i	nt
COc1ccc(C(=O)NCc2ccc(OCCN(C)C)cc2)cc1OC	i	nt
CC1COc2c(N3CCN(C)CC3)c(F)cc3c(=O)c(C(=O)O)cn1c23 (stereo not given)	i	nt
CCCn1cnc2c1c(=O)n(CCCCC(C)=O)c(=O)n2C	i	nt
Cn1c(=O)c2c(ncn2CC2OCCO2)n(C)c1=O	nt	-6%
COC(=O)c1ccc(O)cc1	nt	-12%

Two records drawn at random from those above, as already listed:
mol	Yfh1-depleted yeast	LYP inhibition
Cc1cc(Nc2cc(N3CCN(C)CC3)nc(Sc3ccc(NC(=O)C4CC4)cc3)n2)n[nH]1	i	nt
COC(=O)c1ccc(O)cc1	nt	-12%

Three entries out of the list, ordered by count of non-hydrogen atoms, lowest first:
mol	Yfh1-depleted yeast	LYP inhibition
COC(=O)c1ccc(O)cc1	nt	-12%
Cn1c(=O)c2c(ncn2CC2OCCO2)n(C)c1=O	nt	-6%
CCCn1cnc2c1c(=O)n(CCCCC(C)=O)c(=O)n2C	i	nt

The list is partial (hit frequency here may not be typical).
